Compound activity as filed in PubChem BioAssay.
FBPA coupling cs = qHTS Assay for Inhibitors of Fructose-1,6-bisphosphate Aldolase from Giardia Lamblia: Coupling assay counterscreen. activity change, negative = inhibition, % at 58.2 µM, hits read low. coupling enzyme system counterscreen, AmpLite Red fluorescence. actives 0.67% (n = 290,000); in the data active = activity change below about -30%
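Activity here indicates interference with the coupling reaction, not aldolase inhibition. Compounds at 57.5 uM final met coupling enzymes for 10 min at RT; substrate and AmpLite Red detection followed, with a 525/598 nm fluorescence read after 20 min.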
KCNH2 3.1 block = qHTS for Inhibitors of KCHN2 3.1: Mutant qHTS; AID 720553, 2013; activity change, % (tested at about 1.8 µM); Potassium voltage-gated channel subfamily H member 2, brain isoform KCNH2 3.1 (human); U2OS KCNH2 3.1, thallium flux FluxOr; stronger effect = lower value; actives 0.95% (n = 340,000);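 active = maximum activity change below -70%; inconclusive = maximum activity change from -70% to -50%; inactive = maximum activity change above -50%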;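 also: thallium influx rate constant from kinetic fluorescence after stimulation buffer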
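We transduce U2OS cells with the mutant 3.1 virus, culture them overnight, load FluxOr with Red40 quencher for 45 min, then add stimulation buffer and read kinetically for 2 min to derive a normalized rate constant.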
Giardia killer = Small Molecules that selectively kill Giardia lamblia: qHTS; actives 0.15% (n = 340,000); Giardia lamblia trophozoite viability; AID 540267, 2011; activity change, % at 7.66 µM, hits read low; in the data active = activity change below about -80%; inconclusive = between about -30% and that limit;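 also: parasites exposed to compound for two days anaerobically before the ATP read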
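Killing of trophozoites was scored by loss of ATP luminescence after a 48 hrs anaerobic exposure to compounds at 37 deg C, using 100 cells per well.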
B2AR arrestin = qHTS assay of beta-arrestin-biased ligands of beta2-adrenergic receptor; Potency, µM (top dose mostly 46.1 µM), without a hit: at the highest dose activation, hits mostly activators; actives 0.02% (n = 330,000); AID 492947, 2010; beta-arrestin recruitment to beta2AR, cell-based reporter;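 also: potency is read from the fitted curve at half-maximal effect; 0% = DMSO controls and full agonism = EC100 isoproterenol or metaproterenol; nearly all actives have a fitted effect of over 65% in size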
USP2a block = qHTS Assay for Inhibitors of Ubiquitin-specific Protease USP2a Using CHOP2 as the Reporter | actives 0.01% (n = 330,000) | USP2 core, Ub-CHOP2 coupled fluorogenic reporter, 485/531 | Potency, µM (titrated, usually from 38.3 µM), for inactives: at the highest dose activity change, negative = inhibition, actives largely listed as inhibitors | Ubiquitin carboxyl-terminal hydrolase 2 (Homo sapiens), O75604;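 also: potency is read from the fitted curve at half-maximal effect; plate controls were DMSO wells for no effect and full inhibition by NEM control for full effect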
Target sequence (O75604 whole entry, looked up): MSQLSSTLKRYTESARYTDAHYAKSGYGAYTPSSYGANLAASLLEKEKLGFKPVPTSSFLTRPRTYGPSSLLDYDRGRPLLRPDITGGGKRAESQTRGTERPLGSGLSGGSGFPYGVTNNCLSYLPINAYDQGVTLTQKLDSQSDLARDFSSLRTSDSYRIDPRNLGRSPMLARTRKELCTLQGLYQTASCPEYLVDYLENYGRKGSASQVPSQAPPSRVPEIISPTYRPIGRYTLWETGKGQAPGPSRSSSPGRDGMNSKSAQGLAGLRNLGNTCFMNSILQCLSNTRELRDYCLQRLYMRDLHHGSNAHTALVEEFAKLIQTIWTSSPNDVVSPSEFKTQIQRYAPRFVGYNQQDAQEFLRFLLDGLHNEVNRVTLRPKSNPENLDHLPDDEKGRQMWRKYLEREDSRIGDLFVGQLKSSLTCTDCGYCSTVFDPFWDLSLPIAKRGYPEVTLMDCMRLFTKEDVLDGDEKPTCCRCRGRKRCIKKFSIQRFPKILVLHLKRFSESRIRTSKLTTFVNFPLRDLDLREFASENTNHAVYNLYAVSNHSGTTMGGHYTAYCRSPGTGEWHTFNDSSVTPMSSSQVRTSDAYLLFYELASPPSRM
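Deubiquitinase activity read as fluorescence (485/531 nm) after Ub-CHOP2 cleavage activates the enterokinase reporter on its substrate; USP2 core 10nM, Ub-CHOP2 and substrate 25nM each, 30min compound preincubation then 60min RT; data normalized to NEM, curves fitted.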
BCR signal inh = qHTS Assay to Find Inhibitors of Chronic Active B-Cell Receptor Signaling; ABC-DLBCL IkBa-CBG/CBR reporter, luminescence ratio, 4 h; Potency, µM (highest dose often 46.1 µM), inactives show at the top dose ratio change, negative = lower green/red ratio, most hits filed as inhibitors; actives 0.05% (n = 340,000); AID 493014, 2011; active = well fitted inhibition curve with a large enough effect in the signal ratio, with a control signal flat, not every such curve was filed as active; inconclusive = small, poorly fitted or top-dose-only effect, or effect the other way, or a change in a side signal; the % refers to the signal ratio;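 also: potency is read from the fitted curve at half-maximal effect; plate controls were basal doxycycline-induced cells for no effect and cells given 10 µM MG132 for full effect; MG132 reads +100%, hits lower the ratio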
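Cell line TMD8 (human ABC DLBCL), stably expressing tet-inducible CBG68-IkBa fusion and CBR; IMDM/0.5% FBS; cpd up to 46 uM; dox induction, 4 h, 37C/5% CO2; dual luminescence; green/red ratio; MG132 control.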
uPA generation = qHTS for Inhibitors of Cell Surface uPA Generation. cell surface uPA generation assay, qHTS. actives 0.31% (n = 330,000). Potency, µM (highest dose often 38.3 µM), for inactives: at the highest dose activity change, negative = inhibition, hits mostly inhibitors; active = well fitted inhibition curve with a large enough effect; inconclusive = small, poorly fitted or top-dose-only effect; inactive = no such curve, though single readings can be large or run the other way; tested in mouse RAW 264.7 cells; also: potency is read from the fitted curve at half-maximal effect; nearly all actives have a fitted effect of over 55% in size
KCNH2 WT inh = qHTS for Inhibitors of KCHN2 3.1: Wildtype qHTS; Voltage-gated inwardly rectifying potassium channel KCNH2 (Homo sapiens), Q12809; U2OS, BacMam KCNH2, thallium flux FluxOr; stronger effect = lower value; activity change, % at 1.84 µM; actives 0.37% (n = 340,000); AID 720551, 2013;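 active = maximum activity change below -70%; inconclusive = maximum activity change between -70% and -50%; inactive = maximum activity change above -50%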
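U2OS cells were transduced with wild-type KCNH2 virus (2.03 x 10^8 / mL) for 4 h at room temperature, then cultured overnight at 37 C. Thallium flux was read with FluxOr dye. Rate constants were normalized to DMSO controls.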
PKM2 activator = qHTS Assay for Activators of Human Muscle isoform 2 Pyruvate Kinase; purified PKM2, Kinase-Glo ATP luminescence, activation; response scale: 0% is enzyme alone, no compound; Potency, µM (highest dose often 57.5 µM), without a hit: top-dose activation, hits mostly activators; actives 0.34% (n = 260,000); AID 1631, 2009; also: potency is read from the fitted curve at half-maximal effect; nearly all actives have a fitted effect of over 55% in size
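Purified hPK-M2 (>95%) run at intermediate activity with 0.1 mM ADP and 0.5 mM PEP in 50 mM imidazole pH 7.2, KCl, MgCl2; 1 h room temperature. ATP formed read by Kinase-Glo luminescence; normalized to uninhibited and no-enzyme controls.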
GALK inh = qHTS Assay for Inhibitors of Human Galactokinase (GALK) | actives 0.007% (n = 270,000) | Purified GALK, Kinase-Glo residual ATP luminescence | Potency, µM (series often up to 57.5 µM), for inactives: top-dose activity change, negative = inhibition, hits mostly inhibitors | AID 1868, 2009 | P51570; also: potency is read from the fitted curve at half-maximal effect
Target sequence (P51570 whole entry, looked up): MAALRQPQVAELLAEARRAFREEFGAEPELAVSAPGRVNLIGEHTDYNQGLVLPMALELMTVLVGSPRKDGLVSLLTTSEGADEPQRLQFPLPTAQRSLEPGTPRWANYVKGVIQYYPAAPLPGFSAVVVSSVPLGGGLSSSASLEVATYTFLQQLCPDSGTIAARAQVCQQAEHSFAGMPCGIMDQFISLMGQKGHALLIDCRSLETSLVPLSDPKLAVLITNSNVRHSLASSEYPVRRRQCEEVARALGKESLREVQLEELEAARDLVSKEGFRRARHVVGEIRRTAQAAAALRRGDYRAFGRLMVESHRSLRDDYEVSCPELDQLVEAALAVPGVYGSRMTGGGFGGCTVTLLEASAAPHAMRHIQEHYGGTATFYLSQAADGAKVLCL
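ATP-depletion format; final 35 uM ATP, 100 uM D-galactose, 5 nM enzyme; pH 8.0 HEPES/Mg2+ buffer; 60 min RT; luminescence read 10 min after detection reagent.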
Eya2 inh = qHTS Assay for Inhibitors of the Phosphatase Activity of Eya2 | Potency, µM (highest dose often 76.9 µM), for the others: at the highest dose activity, negative = inhibition, actives largely listed as inhibitors | Protein phosphatase EYA2 (Homo sapiens), O00167 | recombinant Eya2, OMFP fluorescence dephosphorylation (OMFP is methylfluorescein phosphate) | actives 0.006% (n = 330,000) | AID 488837, 2010; also: potency is read from the fitted curve at half-maximal effect
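Eya2 protein (added as 0.2 uM solution) was preincubated with compound for 10 min at ambient temperature in 50 mM HEPES pH 7.5, 50 mM NaCl, 5 uM MgCl2, 0.05% BSA, 1 mM DTT. OMFP (added at 50 uM) then reacted 10 min; fluorescence read at 485/525 nm.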
Active calls of the source: *; ? = inconclusive; / = no result given; [ ] = remark or other dose. Unless noted, calls follow the shape of the dose curve; as a rule, active = well fitted curve in the direction sought with a large enough effect; inconclusive = small, poorly fitted or top-dose-only effect, or another doubt; inactive = no such curve, though single readings can be large; an effect the other way counts as inactive or inconclusive. Unless noted, % is scaled to controls: 0 for no effect and ±100 for the full control effect. This is a random part of the collection. About 2.4% of those tested had a hit in this group.

SMILES	FBPA coupling cs	KCNH2 3.1 block	Giardia killer	B2AR arrestin	USP2a block	BCR signal inh	uPA generation	KCNH2 WT inh	PKM2 activator	GALK inh	Eya2 inh
COc1ccc(C(=O)OC(C)C(=O)NC(C)CCc2ccccc2)cc1[N+](=O)[O-] (stereo unspecified)	0	7	-9	-0.3%	0%	-3%	-2%	-2	-2%	6%	11%
O=[N+]([O-])CC(=Nc1ccc(Cl)cc1)N/N=C\c1oc(O)c2ccccc12	-7	1	-5	0.0%	0%	?	-4%	-3	-2%	-3%	9%
Nc1c(Cl)c(Cl)nc(C(=O)N/N=C/c2ccco2)c1Cl	3	-16	-23	-0.2%	2%	-1%	15%	-6	5%[11.5 µM]	-4%	?
O=C(COc1ccccc1F)Nc1ccc(S(=O)(=O)NCc2ccco2)cc1	1	10	0	-0.7%	0%	5%	-1%	-3	0%	3%	4%
CC(C)c1nnc(NC(=O)c2ccc3ccccc3c2)s1	/	2	-11	0.9%	0%	3%	4%	-8	-5%	4%	-3%
CC(N=C1NS(=O)(=O)c2ccccc21)C(=O)OCC(=O)N(C)C1CCS(=O)(=O)C1 (stereo unspecified)	/	19	-12	-3.9%	2%	1%	9%	5	/	/	6%
COc1cc(SC)ccc1C(=O)Nc1ccc(C)cc1C	-1	-82*	-16	-0.5%	2%	8%	-4%	-4	-5%	2%	-5%
CCC1Oc2ccc(C)cc2N(CC(=O)N(Cc2ccc(C)o2)C2CC(C)(C)NC(C)(C)C2)C1=O (stereo unspecified)	0	5	-4	-0.6%	2%	?	-6%	12	3%	-1%	3%
CCOc1ccc(N2C(=O)CC(N3CCN(c4ccc([N+](=O)[O-])cc4)CC3)C2=O)cc1 (stereo unspecified)	1	-91*	5	-0.4%	1%	1%	-1%	-10	0%	-5%	-6%
COc1ccc(NC(NC(=O)c2ccc(OC)cc2)C(Cl)(Cl)Cl)cc1 (stereo unspecified)	-3	-18	0	0.3%	-2%	-1%	-1%	-41	-8%	-5%	1%
CN(Cc1c(F)cccc1Cl)C(=O)c1ccc(NC(=O)CC2SC(N3CCCC3)=NC2=O)cc1 (stereo unspecified)	/	3	-8	-1.0%	5%	-2%	1%	-2	/	/	-4%
COc1ccc(-n2c(SCC#N)nc3ccccc3c2=O)cc1	3	-4	-9	-0.4%	-1%	1%	6%	-1	-1%	0%	-26%
CC1(C)CC(=O)C(C=NCC2CCNCC2)=C(O)C1	1	/	3	-0.1%	-1%	4%	1%	22	0%	-1%	0%
Cc1ccc(C)c(-n2ccnc2SCC(N)=O)c1	-2	7	4	-0.2%	-1%	3%	1%	11	2%	-2%	-21%
Cc1cc(C(=O)OCC(=O)Nc2c(Cl)cccc2Cl)c(C)o1	/	?	-16	-0.1%	0%	?	14%	19	/	/	2%
O/N=C1/CCCCc2sccc21	-4	-8	2	0.4%	-1%	3%	/	-3	-15%	1%	6%[15.4 µM]
Cc1ccc(S(=O)(=O)/C(C#N)=C/c2c(N3CCN(C)CC3)nc3ccccn3c2=O)cc1	0	0	4	0.1%	0%	0%	-4%	4	-1%	7%	-6%
Cc1cccn2c(=O)c3cc(C#N)c(=N)n(CCN4CCOCC4)c3nc12	0	10	-12	-0.1%	0%	?	2%	-6	-5%	3%	11%
Cc1cc(C)n(CCNS(=O)(=O)c2ccc(C)c(C)c2)n1	-3	-2	20	-0.8%	0%	0%	-3%	3	4%	-3%	-4%
CC1CCCCN1C(=O)c1cc2c(=O)n3ccccc3nc2s1 (stereo unspecified)	-3	10	-3	0.2%	1%	-21%	-3%	4	/	-1%	12%
CCCN(CCC)S(=O)(=O)c1ccc(Cl)c([N+](=O)[O-])c1	-1	-20	8	-0.5%	1%	?	-4%	-3	1%	7%	-8%
CC[C@@]1(C(=O)OC)N[C@H](CN(C)C(=O)c2ccc(F)cc2)[C@@H]2C(=O)N(Cc3ccccc3)C(=O)[C@@H]21	/	1	16	-0.6%	3%	0%	12%	-6	/	/	-16%
Cc1c(NC(=O)CSC(=S)N2CCCC2)c(=O)n(-c2ccccc2)n1C	/	-5	-9	-0.9%	2%	6%	3%	-1	/	/	3%
CCOC(=O)c1sc(NC(=O)CN(CC)CC)c(C(=O)OCC)c1C	2	8	-5	0.2%	4%	4%	7%	-7	0%	3%	22%
FC(F)(F)c1cnc(Sc2nnc(-c3cccs3)n2CC2CCCO2)c(Cl)c1 (stereo unspecified)	-3	-14	25	0.4%	-1%	-16%	/	-4	12%	0%	8%
Cc1ccc(C)c(S(=O)(=O)Nc2ccc(S(=O)(=O)Nc3ncccn3)cc2)c1	/	7	-14	-1.6%	0%	5%	10%	9	/	/	-2%
CCOc1ccc(N(CC(=O)NCC2CCCO2)S(=O)(=O)c2ccc(OC)c(OC)c2)cc1 (stereo unspecified)	0	14	0	0.4%	2%	6%	-3%	5	4%	-1%	2%
COc1cc(OC)cc(C(=O)NCC(=O)OCC(=O)c2ccc3c(c2)-c2ccccc2C3)c1	1	13	-12	-1.6%	-3%	-13%	1%	0	5%	-3%	-4%
O=C(CCl)N(c1ccc(Cl)cc1)c1c[nH]c2ccccc12	1	-25	27	-0.2%	-5%	?	-16%	-3	-4%	-7%	5%
Cn1cc(Cl)c(-c2n[nH]c(=S)n2-c2ccc(F)cc2)n1	-1	11	-7	-0.3%	7%	5%	-2%	1	-6%	1%	6%
C=CCc1cc(/C=N\NC(=O)CSc2nnc(CCCc3ccc(OC)c(C)c3)o2)cc(OC)c1O	0	-41	16	0.2%	-2%	-7%	-2%	-6	-1%	1%	-13%
Cc1nc2ccccc2c(=O)n1CC(=O)N1CCOCC1	-1	-7	16	-0.2%	-1%	?	1%	-29	-7%	1%	-4%
COc1ccc(-n2nnc3c(SCC(=O)NCc4ccco4)ncnc32)cc1	6	-20	29	-0.6%	1%	?	-11%	-8	-8%	-1%	-5%
O=C(NCCN1CCN(Cc2ccccc2Cl)CC1)Nc1ccccc1	0	-11	23	0.0%	1%	-1%	/	19	-5%	-2%	-5%
COc1ccc2cc(C(=O)N3CCN(C)CC3)[nH]c2c1	2	23	-7	0.1%	5%	?	-2%	/	/	/	-12%
O=C(N/N=C/c1sc(=O)[nH]c1-[n+]1ccccc1)c1ccccc1[O-]	-1	2	-7	-0.2%	10%	?	-1%	-12	-12%	1%	10%
CCOc1ccc(Nc2nc(Cc3nnc(SCC(=O)N(CC)CC)n3C)cs2)cc1	-2	4	-20	0.8%	-6%	-1%	-6%	3	-9%	-3%	3%
COc1ccc(N2CCN(c3nc(NCCO)nc(N4CCOCC4)n3)CC2)cc1	0	6	-5	-0.4%	0%	-5%	1%	3	1%	1%	6%
CCOC(=O)C1=NN(C(C)=O)C2C(=O)N(CC)C(=O)C12 (stereo unspecified)	1	-1	4	-0.1%	-2%	0%	-1%	-7	-1%	1%	-5%
Cc1ccc(C(=O)NN=C2CCCCCC2)s1	0	0	-8	-0.1%	0%	?	-5%	-10	0%	-2%	8%
CC(CNC(=O)c1cc(Cl)ccc1[N+](=O)[O-])NC(=O)c1cc(Cl)ccc1[N+](=O)[O-] (stereo unspecified)	0	-8	8	0.2%	4%	1%	0%	-4	-1%	/	11%
Cc1cccn2c(=O)nc(SCC(=O)N3CCC(C)CC3)nc12	/	12	-1	-0.1%	2%	2%	-6%	1	/	/	6%
CCS(=O)(=O)N1CCC(C(=O)NCCN2CCN(Cc3ccccc3)CC2)CC1	/	-1	18	-0.2%	2%	1%	9%	1	1%	0%	-22%
Cc1ccc(C(=O)c2ccc([N+](=O)[O-])cc2)c(C)c1	-4	-8	0	0.3%	-1%	?	-2%	-6	6%	-2%	-5%
Cc1ccc(CC(=O)N2CCN(C(=O)C3CCCO3)CC2)cc1 (stereo unspecified)	/	31	-8	-1.1%	2%	2%	-5%	12	1%	-1%	-2%
Cc1ccc(NC(=O)c2cc(-n3cnnc3)ccc2Cl)cc1	2	1	-3	0.2%	0%	5%	/	-24	0%	1%	1%
